# NCI-60 one-dose screen, 48 h, at 10 µM unless noted. Numbers give growth in % (100 = growth as untreated, 0 = no growth, -100 = all killed).
# NCI/ADR-RES = NCI/ADR-RES ovarian cells. 4.4% of 81,000 active
# OVCAR-3 = OVCAR-3 ovarian cancer; 7% of 79,000 active
# OVCAR-5 = OVCAR-5 ovarian cancer; 2.9% of 82,000 active
# OVCAR-4 = OVCAR-4 ovarian cancer cells. 3.7% of 80,000 active
# IGROV1 = IGROV1 ovarian cancer; 4.7% of 79,000 active; AID 1794786
# OVCAR-8 = OVCAR-8 ovarian cancer | 4.4% of 81,000 active | AID 1794782
# NCI-H23 = NCI-H23 lung cancer | 4% of 80,000 active
# NCI-H522 = NCI-H522 lung cancer. 8% of 78,000 active
# SK-OV-3 = SK-OV-3 ovarian cancer cells; 3.2% of 80,000 active; AID 1794785
# * hit, by the source's call; x = no result given; & = joins results of further samples. The calls were made as follows: active = growth percent below 10; inactive = the rest.
# Fields – NCI/ADR-RES, OVCAR-3, OVCAR-5, OVCAR-4, IGROV1, OVCAR-8, NCI-H23, NCI-H522, SK-OV-3
C(=C\[n+]1ccccc1)/c1ccccc1
→ 103, 107, 104, 96, 98, 109, 95, 57, 103
NCCN1CCN(c2nc(-c3ccccc3)nc3nc(-c4ccccc4)oc23)CC1
→ -45*, -79*, -83*, -60*, -72*, -16*, -43*, -13*, 100
CC1S/C(=N\NC(=O)Cc2csc3nc(-c4ccc(Br)cc4)cn23)N(C)C1=O (centres undefined)
→ 102, 117, 111, 75, 104, 98, 103, 64, 95
COC(=O)c1c(OC2=CC(=O)C(OC)=C(CC=C(C)C)C2=O)cc(O)c(CC=C(C)C)c1O
→ 106, 122, 108, 107, 95, 100, 88, x, 102
Cc1ccc(O)c(N2C(=NCCc3ccc(S(N)(=O)=O)cc3)NS(=O)(=O)c3cnccc32)c1
→ 105, 95, 94, 100, 82, 79, 98, 98, 115
COc1ccc(NC(=O)c2sc3nc(C)c(C(=O)c4ccc(OC)cc4)cc3c2N)cc1
→ 49, 25, 73, 62, 50, 62, 74, 41, 43
Nc1nc(-c2cccnc2)nc2c1sc(=S)n2-c1ccc(F)cc1
→ 104, 114, 112, 108, 101, 97, 100, 92, 91
COc1ccc(-n2ncn(CCn3cnn(-c4ccc(OC)cc4)c3=O)c2=O)cc1
→ 95, 91, 81, x, 92, 96, 94, 97, 92
CSc1ccc2c(c1)c(CCN)c(C)n2Cc1ccc(Cl)c(Cl)c1
→ -88*, -88*, -58*, -93*, x, -61*, -90*, -77*, -91*
CC(C)(Br)C(=O)Nc1ccccc1
→ 108, 104, 102, 106, 103, 105, 103, 100, 104
CCC(C)OC(=O)C(O)c1ccccc1 (centres undefined)
→ 108, 109, 109, 106, 105, 114, 111, 92, 107
C=CC(=O)Nc1ccc(Nc2nccc(-c3ccc(N4CCCC4)c(C#N)c3)n2)cc1
→ 57, 14, 73, 47, 36, 66, 62, 12, 8.3*
CN1CCN(c2ccc(Nc3nc(NCCNC(=O)c4ccccc4)c4sccc4n3)cc2)CC1
→ 92, 77, 84, 55, 88, 62, 74, 68, 123
O=Cc1c(N2CCC[N+]3(CC2)CC[N+]2(CCCNCC2)CC3)nc(-c2ccccc2)nc1N1CCC[N+]2(CC1)CC[N+]1(CCCNCC1)CC2 (centres undefined)
→ 83, 88, 128, 103, 59, 50, 67, 99, 80
O=C(CSc1nnc(-c2ccc(Cl)cc2)n1-c1ccccc1)Nc1ccccc1Cl
→ 55, 92, 81, 8.4*, 52, 67, 48, 76, 125

# Entries of single compounds as entered above. Values in the order: NCI/ADR-RES, OVCAR-3, OVCAR-5, OVCAR-4, IGROV1, OVCAR-8, NCI-H23, NCI-H522, SK-OV-3
# Listed for CN1CCN(c2ccc(Nc3nc(NCCNC(=O)c4ccccc4)c4sccc4n3)cc2)CC1 → 92, 77, 84, 55, 88, 62, 74, 68, 123
# Listed for Cc1ccc(O)c(N2C(=NCCc3ccc(S(N)(=O)=O)cc3)NS(=O)(=O)c3cnccc32)c1 → 105, 95, 94, 100, 82, 79, 98, 98, 115
# Listed for O=C(CSc1nnc(-c2ccc(Cl)cc2)n1-c1ccccc1)Nc1ccccc1Cl → 55, 92, 81, 8.4*, 52, 67, 48, 76, 125
# Listed for CSc1ccc2c(c1)c(CCN)c(C)n2Cc1ccc(Cl)c(Cl)c1 → -88*, -88*, -58*, -93*, x, -61*, -90*, -77*, -91*
# Listed for NCCN1CCN(c2nc(-c3ccccc3)nc3nc(-c4ccccc4)oc23)CC1 → -45*, -79*, -83*, -60*, -72*, -16*, -43*, -13*, 100

# As a working copy, part of the list above:
# Fields – NCI/ADR-RES, OVCAR-3, OVCAR-5, OVCAR-4, IGROV1, OVCAR-8, NCI-H23, NCI-H522, SK-OV-3
CSc1ccc2c(c1)c(CCN)c(C)n2Cc1ccc(Cl)c(Cl)c1
→ -88*, -88*, -58*, -93*, x, -61*, -90*, -77*, -91*
CC(C)(Br)C(=O)Nc1ccccc1
→ 108, 104, 102, 106, 103, 105, 103, 100, 104

# Compounds listed so far that have an aryl methoxy group:
# Fields – NCI/ADR-RES, OVCAR-3, OVCAR-5, OVCAR-4, IGROV1, OVCAR-8, NCI-H23, NCI-H522, SK-OV-3
COc1ccc(NC(=O)c2sc3nc(C)c(C(=O)c4ccc(OC)cc4)cc3c2N)cc1
→ 49, 25, 73, 62, 50, 62, 74, 41, 43
COc1ccc(-n2ncn(CCn3cnn(-c4ccc(OC)cc4)c3=O)c2=O)cc1
→ 95, 91, 81, x, 92, 96, 94, 97, 92

# Additional structures follow:
# Fields – NCI/ADR-RES, OVCAR-3, OVCAR-5, OVCAR-4, IGROV1, OVCAR-8, NCI-H23, NCI-H522, SK-OV-3
CCCCCCCCCC1OCC(C)O1 (centres undefined)
→ 106, 103, 107, 104, 114, 116, 97, 98, 103
O=c1c2c(c3ccccc3n1-c1ccccc1)Nc1ncnn1C2c1ccc(Cl)cc1 (centres undefined)
→ 104, 107, 97, 97, 93, 104, 100, x, 111
Cc1nccc2c3ccc(OCc4cn(-c5ccc(Br)cc5)nn4)cc3n(CC(C)C)c12
→ 32, 58, 68, 59, 67, 41, 40, 26, 43
CCCCOC(=O)CCSC1=C(C)C(=O)c2ccccc2C1=O
→ 99, 84, 115, 82, 93, 95, 90, 69, 82
CC12CCCC(=O)N1c1ccccc1-c1nc(-c3ccccc3Cl)nn12 (centres undefined)
→ 102, 102, 109, 91, 65, 101, 88, 98, 98
COc1ccc2cc(CCC(C)=O)ccc2c1
→ 109, 104, 91, 102, 107, 103, 132, 101, 117
CCN(CC)CCC(C)O (centres undefined)
→ 105, 122, 106, 104, 102, 100, 102, 91, 107
CC1=CC=CN2CCC(=O)N=C12
→ 107, 111, 103, 102, 120, 98, 102, 101, 101
Cc1ccc(S(=O)(=O)n2cc(C=O)c3ccccc32)cc1
→ 82, x, 96, 90, 97, 90, 82, 100, 102
Cn1nc(C(C)(C)C)cc1NC(=O)Cc1ccc(Nc2cc(Nc3ccc(S(C)(=O)=O)cc3)ncn2)cc1
→ 104, 105, 133, 109, 97, 98, 111, 85, 108
Cn1c(N2CCOCC2)nc(-c2ccccc2)cc1=O
→ 102, 112, 95, 102, 95, 102, 101, 86, 97
CCCCC(CCCC)(S(=O)(=O)CC)S(=O)(=O)CC
→ 102, 105, 103, 110, 104, 102, x, 87, 105
Cc1cccc(NC(=O)N/C(N)=N/c2nc3ccccc3s2)c1
→ 15, 8.8*, 56, 57, 37, 36, 41, 16, 35
COc1ccc(/C=c2\c(=O)n(-c3ccccc3)c3nnc(NO)n23)cc1
→ 100, 102, 112, 97, 100, 98, 97, 86, 102
c1ccc(-n2cc(-c3nn[nH]n3)c(-c3cccs3)n2)cc1
→ 116, 120, 102, 96, 92, 97, 99, 93, 99
CCOC(=O)C1=C(C)NC(C)=C(C(=O)OCC)C1(C)C
→ 122, 112, 100, 101, 131, 102, 113, 98, 110
Cc1c2cccnc2c(C)c2c1c1cc(C(=O)O)ccc1n2C
→ 74, 88, 82, 98, 64, 65, 69, 90, 70
O=C(N/N=C\c1cc(Br)ccc1O)c1ccncc1
→ 12, 25, 55, 37, 25, 27, 43, -27*, 38
CCCCCCCCCCCCCC(=O)OCCCC
→ 108, 121, 96, 107, 108, 104, 104, 100, 93
CC(=O)OC1=C(Cl)CCc2ccccc21
→ 103, 115, 114, 97, 99, 99, 98, 96, 89
CC(C)C(NC(=O)CCc1nc2c(=O)[nH]c(=S)[nH]c2[nH]c1=O)C(=O)O (centres undefined)
→ 95, 104, 105, 100, 109, 104, 98, 98, 106
COc1cc2ncnc(Nc3ccc(O[C@H]4CO[C@H]5[C@@H]4OC[C@@H]5OC(=O)c4ccccc4)c(Cl)c3)c2cc1OC
→ 100, 62, 87, 85, 65, 100, 101, 60, 81
COc1cc2ncnc(Nc3ccc(C(=O)/C=C/c4ccc(F)cc4)cc3)c2cc1OC
→ 107, 104, 104, 103, 108, 106, 104, 94, 102
Nc1ccccc1NC1CCN(Cc2ccccc2)CC1
→ 92, 109, 105, 92, 103, x, 90, x, 104
N#Cc1c(Nc2ccc(Cl)cc2)nn2cc(-c3nc4ccccc4s3)c(N)nc12
→ 101, 117, 104, 108, 97, 106, 92, 91, 93
COc1cc(NC(C)=O)c2ncccc2c1NC(C)=O
→ 99, 114, 97, 96, 118, 102, 100, 91, 109
O=C(CSC(=S)N1CCOCC1)Nc1ccccc1
→ 96, 101, 110, 110, 99, 100, 89, 90, 108
O=C(CCC(=O)OC1CCCC1)OC1CCCC1
→ 105, 102, 99, 107, 110, 92, 105, 80, 110
O=C(CN1CCCC1)NNc1ncnc2ccccc12
→ 111, 111, 103, 104, 102, 103, x, 100, 104
O=C(O)c1ccc2c(O)c3ccccc3c(O)c2c1
→ 101, 101, 93, 92, 102, 97, 98, 94, 102
S=c1[nH]nc(-c2cc(-c3ccncc3)n(-c3ccccc3)n2)o1
→ 97, 112, 111, x, 83, 102, 92, 94, 110
Cc1cc(CCc2cc(C)[nH]c2C)c(C)[nH]1
→ 212, 106, 194, 96, 107, 87, 133, 95, 104
CC(=O)Nc1ccc(Cc2nc3c([nH]2)c(=O)n(C)c(=O)n3C)cc1
→ 107&131, 110&109, 91&112, 107&113, 108&114, 101&116, 100&145, 91&130, 96&104
c1ccc(CNc2c3ccccc3nc3ccccc23)cc1
→ 38, 52, 46, 43, 30, 26, 41, 57, 47
CC1CCC(C(C)(C)[N+](C)(C)C)CC1 (centres undefined)
→ 107, 107, 104, 99, 115, 100, 100, 106, 102
CC1OC(O[C@@H]2C(O)C(CO)OC(O[C@H]3COC(O[C@H]4CC[C@]5(C)[C@H]6CC[C@]78OC[C@@]9(CC[C@](C)(C=O)C[C@H]97)[C@H](O)C[C@@]8(C)[C@]6(C)CC[C@H]5C4(C)C)[C@@H](OC4OC(CO)[C@@H](O)[C@@H](O)[C@@H]4O)[C@@H]3O)[C@H]2OC2OC[C@@H](O)[C@@H](O)[C@@H]2O)[C@@H](O)[C@@H](O)[C@H]1O (some centres undefined)
→ 46, 79, -79*, -51*, 44, 27, -15*, -55*, -94*
Cc1ccc(NS(=O)(=O)N2CCCCC2)cc1
→ 113, 109, 100, 115, 100, 107, 110, x, 96
CCCCC1(CC(=O)OCC)SCCN1C(N)=O (centres undefined)
→ 108, 109, 107, 108, 106, 105, 104, 110, 108
CCOC(=O)C(=O)c1c(C)[nH]c2ccccc12
→ 105, 123, 104, 98, 88, 103, 102, 81, 100
CC(C)Cc1nnc(N)s1
→ 107, 113, 99, 106, 113, 105, 102, x, 97
N/C(=N\C(N)=N\c1nc2ccccc2s1)c1ccccc1Cl
→ 94, 107, 103, 99, 92, 106, 93, 97, 98
COc1cc2oc(-c3cccc(C(=O)Nc4ccccc4)c3)cc(=O)c2c(O)c1OC
→ 79, 70, 94, -20*, 85, 15, 87, 91, 15
CN1C(=O)N(C)C2C1NN=c1s/c(=C\c3ccc[nH]3)c(=O)n12 (centres undefined)
→ 96, 106, 99, 112, 95, 96, 90, 89, 104
Cc1ccc(S(=O)(=O)O/N=C2/CCSc3ccccc32)cc1
→ 95, 93, 89, 98, 66, 99, 80, 89, 92
CCc1c(CO)c(-c2nc(C(=O)OC)cc3c2[nH]c2ccccc23)nc2cc(N(S(=O)(=O)c3ccc(C)cc3)S(=O)(=O)c3ccc(C)cc3)ccc12
→ 98, 98, 100, 134, x, 96, 93, 110, 111
COc1ccc(-c2nc3sc4cc(OC)ccc4n3c2-c2nc3ccc(Cl)cc3[nH]2)cc1
→ 85, 110, 95, 73, 100, 86, 101, 69, 86
CCN(CC)CCCCCNc1cc(O)cc2cccnc12
→ 104, 91, 97, 93, 88, 107, 100, 112, 106
CC(=O)Nc1ccc(C(O)C2=CC(=O)c3ccccc3C2=O)cc1 (centres undefined)
→ 105, 64, 103, x, 66, 58, 83, 44, 106
Fc1cccc(COc2ccc(Nc3ncnc4sc5c(c34)CCCC5)cc2)c1
→ 92, 98, 100, 96, 83, 97, 92, 44, 82
Clc1ccc2sc(SCCCCn3ccnc3)nc2c1
→ 93, 73, 84, 51, 92, 92, 77, 73, 103
Nc1[nH]c(=O)[nH]c(=O)c1N
→ 105, 112, 104, 110, 116, 104, 102, 97, 94
Nc1ccc(F)c(C(F)(F)F)c1
→ 106, 104, 89, 111, 98, 107, 99, 103, 112
O=C1NC(=O)C(Cc2ccc(OCc3ccc(-c4cc(F)c(F)c(F)c4)cc3)cc2)S1 (centres undefined)
→ 82, 88, 93, 69, 69, 90, 81, 49, 87
O=C(O)c1ccc(-c2nn(-c3ccc(C(=O)O)cc3)cc2CNc2ccccn2)cc1
→ 102, 106, 72, 97, 106, 102, 100, 89, 96
CC(=O)NS(=O)(=O)c1ccc(Nc2ccnc(SCC(=O)c3ccc(Cl)cc3)n2)cc1
→ 103, 108, 117, 106, 98, 100, 92, 88, 98
